# Source: PubChem (several laboratories)
# SMARCA2 activ: SMARCA2 (BRM) function activators, primary screen, cell-based, luminescence, high throughput; MG213 cells, MMTV-luciferase reporter, dexamethasone, overnight; activation, % at 9.1 µM; 370,000 compounds, 1% hits; in the data active = activation above about 7.8%;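 also: 0% = vehicle wells and 100% = reference activator wells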
# FXN GAA850 act: FXN promoter activators, primary screen, cell-based, luciferase luminescence, HEK293 lucGAA850; 360,000 compounds, 0.56% hits; AID 540364, 2011; HEK293 lucGAA850 FXN promoter luciferase reporter, 24 h; percent of 10 µM SAHA response; activation, % at 6 µM;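 active = activation above the average of all compounds screened plus 3 SD, cutoff fixed separately per campaign, cut at about 7.5% in these data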;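 also: 0% = DMSO wells and 100% = 10 µM SAHA wells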
# DAX1 inh-1: DAX1 (NR0B1) inhibitors on StAR promoter, primary screen, cell-based, luminescence, SF-1 (NR5A1), full-length DAX-1 | HEK293T StAR-luciferase reporter, SF-1/DAX-1 repression relief | inhibition, % at 6.8 µM | 370,000 compounds, 1.1% hits | AID 652010, 2013;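 active = inhibition above the mean over all tested compounds plus 3 SD, cut at about 3.6% in these data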;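 also: 0% = DAX-1 cells with DMSO and 100% = cells lacking DAX-1 with DMSO; higher inhibition means more luminescence from relief of DAX-1 repression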
# DAX1 inh-2: DAX1 (NR0B1) inhibitors, primary screen, cell-based, HEK293, Gal4-DAX1, luciferase luminescence | 340,000 compounds, 0.99% hits | AID 504766, 2011 | Nuclear receptor subfamily 0 group B member 1 (Homo sapiens), P51843 | inhibition, % at 6.75 µM | HEK293 Gal4-DAX1 luciferase reporter;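 active = inhibition above the mean over all tested compounds plus 3 SD, cut at about 4.2% in these data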;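 also: 0% = DAX1-transfected cells with DMSO and 100% = empty-vector control cells with DMSO; inhibition shows as a rise in luminescence from relieved DAX1 repression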
# Target sequence (P51843 207-470 limits assumed): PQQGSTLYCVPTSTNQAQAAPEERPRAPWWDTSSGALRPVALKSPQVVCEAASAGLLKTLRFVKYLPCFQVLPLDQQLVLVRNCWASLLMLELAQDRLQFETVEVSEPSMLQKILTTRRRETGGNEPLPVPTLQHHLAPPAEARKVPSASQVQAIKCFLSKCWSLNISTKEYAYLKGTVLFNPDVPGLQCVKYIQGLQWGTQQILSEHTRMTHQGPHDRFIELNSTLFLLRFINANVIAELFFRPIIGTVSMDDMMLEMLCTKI
# ssDAF-12 act: S. stercoralis DAF-12 nuclear receptor activators, primary screen, cell-based, luminescence, HEK293, GRIP1 co-expression, lit1-tk-luc; activation, % at 6.8 µM; 370,000 compounds, 1% hits; HEK293 ssDAF-12/GRIP1 lit1-tk-luc reporter; % of 3 µM dafachronic acid response;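 active = activation above the mean over all tested compounds plus 3 SD, cut at about 0.9% in these data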;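 also: 0% = DMSO-only wells and 100% = 3 µM delta7-dafachronic acid wells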
# hgDAF12 agonist: H. glycines DAF-12 receptor agonists, primary screen, cell-based, luminescence, HEK293, GAL4 fusion, UAS-luciferase; AID 687014, 2013; 370,000 compounds, 1.8% hits; HEK293 GAL4-hgDAF12 UAS-luciferase reporter, agonist luminescence; normalized to butyrate control; Nuclear hormone receptor DAF-12 (Heterodera glycines), GAL4 fusion; activation, % at 6.8 µM;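 active = activation above a cutoff set at the mean of all screened compounds plus 3 SD, cut at about 10% in these data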;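 also: 0% = DMSO wells and 100% = sodium butyrate wells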
# KLK7 zymogen act: proKLK7 zymogen activators, primary screen, biochemical, fluorescence intensity. Kallikrein-7 (Homo sapiens), P49862. purified proKLK7, EDANS-DABCYL substrate fluorescence; 100% is mature enzyme control, 0% vehicle. activation, % at 7 µM. 370,000 compounds, 0.9% hits. AID 652039, 2013;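 active = activation above the mean of all tested compounds plus 3 SD, computed per campaign excluding outliers beyond control limits, cut at about 13% in these data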
# Target sequence (P49862 whole entry, looked up): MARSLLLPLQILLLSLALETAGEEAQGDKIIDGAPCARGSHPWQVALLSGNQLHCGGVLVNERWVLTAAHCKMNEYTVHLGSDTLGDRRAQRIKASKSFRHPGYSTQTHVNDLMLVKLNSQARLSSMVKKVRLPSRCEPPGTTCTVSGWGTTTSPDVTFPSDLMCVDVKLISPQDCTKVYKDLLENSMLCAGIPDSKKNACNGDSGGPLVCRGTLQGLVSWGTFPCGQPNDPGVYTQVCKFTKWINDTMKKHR
# GC-B act: human GC-B receptor activators, primary screen, HEK293 GC-B cells, cGMP TR-FRET, EC30 CNP; 0% at EC30 CNP, 100% saturating CNP; Atrial natriuretic peptide receptor 2 (Homo sapiens), P20594; 370,000 compounds, 0.11% hits; activation, % at 10 µM; AID 1920062, 2024;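 active = activation at 10 µM reaching about 35% in either raw or pattern-adjusted values, limit read from the data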
# hcDAF-12 act: H. contortus DAF-12 nuclear receptor activators, primary screen, cell-based, luminescence, HEK293, lit1-tk-luc reporter; HEK293 hcDAF-12 lit1-tk-luc reporter; 0% DMSO, 100% Δ7-dafachronic acid; activation, % at 6.8 µM; 370,000 compounds, 1.4% hits; AID 652067, 2013;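 active = activation above the mean of all tested compounds plus 3 SD, cut at about 5.5% in these data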;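 also: 100% = response to 3 µM Δ7-dafachronic acid high control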
# HGIII-sPLA2 inh: human group III sPLA2 inhibitors, primary screen, biochemical, QFRET, BODIPY PC-A2 liposome substrate. AID 743126, 2013. Group 3 secretory phospholipase A2 (Homo sapiens), Q9NZ20. QFRET BODIPY PC-A2 liposome hydrolysis, fluorescence. 370,000 compounds, 0.56% hits. inhibition, % at 12.2 µM;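 active = inhibition above mean plus 3 SD of compounds lying within the high and low control bounds, cut at about 19% in these data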;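 also: 0% = median of test compound wells and 100% = no enzyme DMSO wells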
# Target sequence (Q9NZ20 whole entry, looked up): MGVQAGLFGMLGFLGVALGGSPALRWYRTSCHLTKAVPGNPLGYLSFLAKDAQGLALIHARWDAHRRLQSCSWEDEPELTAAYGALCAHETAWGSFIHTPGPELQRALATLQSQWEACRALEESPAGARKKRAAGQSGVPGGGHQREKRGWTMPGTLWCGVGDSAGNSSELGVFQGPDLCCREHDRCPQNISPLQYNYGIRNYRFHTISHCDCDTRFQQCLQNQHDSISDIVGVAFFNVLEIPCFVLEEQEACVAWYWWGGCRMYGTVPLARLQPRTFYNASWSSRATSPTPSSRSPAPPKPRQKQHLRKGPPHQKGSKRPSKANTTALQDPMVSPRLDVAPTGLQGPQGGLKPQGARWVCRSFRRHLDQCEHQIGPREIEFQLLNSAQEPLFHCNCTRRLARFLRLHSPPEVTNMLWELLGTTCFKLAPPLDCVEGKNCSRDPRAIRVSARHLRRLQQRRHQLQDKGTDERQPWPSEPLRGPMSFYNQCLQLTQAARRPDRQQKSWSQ
# NPR1 activator: GC-A stimulated cGMP production enhancers – HEK293 GC-A cells, cGMP TR-FRET, EC30 ANP, primary screen. activation, % at 10 µM. 0% at EC30 ANP, 100% saturating ANP. 370,000 compounds, 0.14% hits. AID 1671463, 2021; in the data active = activation above about 40%
# * marks the source's active call; other numbers are inactive results; / = no result given.
SMILES,SMARCA2 activ,FXN GAA850 act,DAX1 inh-1,DAX1 inh-2,ssDAF-12 act,hgDAF12 agonist,KLK7 zymogen act,GC-B act,hcDAF-12 act,HGIII-sPLA2 inh,NPR1 activator
COc1cccc(NC(=O)CN(C)C(=O)c2cc(CN3C(=O)c4ccccc4C3=O)ccc2OC)c1,0.4,-2.8,-0.5,-0.1,-0.2,1.5,0.2,4.8,0.8,-4.8,1.8
CCN(CC)S(=O)(=O)c1ccc(Cl)c(C(=O)Oc2cccnc2)c1,-1.3,-2.1,0.4,3.7,-0.5,1.6,0.1,-1.4,-1.3,6.6,-2.0
O=C1CC(N2CCN(c3ccc(F)cc3)CC2)C(=O)N1c1ccc2c(c1)OCO2 (stereo not given),3.3,3.5,0.0,0.5,-0.7,-1.8,-0.1,3.7,-1.3,0.3,-1.0
CCOc1ccc(/C=N/Nc2nncc(-c3ccccc3)n2)cc1OC,-4.9,0.5,0.2,-0.9,-2.1,-2.5,0.6,-1.4,-0.4,5.6,1.8
Cn1cnnc1SCC(=O)NCCc1ccc(Cl)cc1Cl,-0.6,0.3,-0.3,1.3,-0.5,1.4,-0.8,-0.2,-0.6,-0.7,2.6
COc1cnc(-c2ccccc2)nc1Oc1cccc(C)c1C,-0.8,0.8,-0.7,0.5,-1.3,-0.4,-0.3,-11.6,0.7,-10.4,-6.2
CN1CCC(N(C)C(=O)/C(C#N)=C\c2ccc(OC(F)F)cc2)CC1,-4.9,-0.3,0.1,-0.8,-1.3,4.5,0.3,2.2,0.9,4.3,-2.3
Cc1cc2c(c(=O)o1)[C@@]1(C(=O)N(C)c3ccc([N+](=O)[O-])cc31)C1=C(CCCC1=O)O2,-7.5,/,1.2,/,-0.9,2.0,-0.1,8.2,-0.6,5.9,3.5
O=C(c1ccc(-c2cccc(C(F)(F)F)c2)o1)N1CCCCCCC1,0.6,0.3,0.0,1.8,-1.0,1.6,0.0,-0.6,0.2,2.7,-1.8
CCCc1nc2ccccc2c(C(=O)OCC(=O)NCc2ccc3c(c2)OCO3)c1CC,-3.0,0.7,-1.0,-2.2,-1.8,2.3,1.8,-0.6,0.2,-17.3,0.3
Cc1nnc(C)n1/N=C/c1cc(Br)ccc1O,0.3,-0.5,0.1,1.0,-1.0,0.6,-0.6,2.5,0.6,3.9,-4.2
CCn1c(SC)nc2c(c1=O)SC(C)C2 (stereo not given),-1.1,4.4,-0.2,-0.1,-1.5,0.9,0.2,-1.1,-0.3,8.5,1.2
CSc1ccc(C(O)c2ncc(-c3ccccc3Cl)[nH]2)cc1 (stereo not given),-2.4,0.5,-0.6,/,-1.5,3.6,0.3,1.8,-0.3,-11.9,-2.7
CC1=C(C(=O)N(C(C)C)C(C)C)CC(CC(=O)NCCc2ccccn2)C(=O)N1CCC1=CCCCC1 (stereo not given),3.0,/,0.2,/,-0.8,-0.5,0.3,0.0,-0.4,9.1,-0.3
Cc1ccc(S(=O)(=O)N=Nc2c(O)[nH]c3ccccc23)cc1C,-3.3,2.1,0.4,-0.6,-0.1,0.4,-0.1,-2.6,0.7,3.7,1.5
COc1cccc2cc(C(=O)N(C)C)c(=O)oc12,-3.6,1.5,-0.2,0.6,-1.1,1.9,0.2,0.0,-0.7,-0.1,7.5
CCN(CC)S(=O)(=O)c1ccc(C(=O)NCCSc2c[nH]c3ccccc23)cc1,0.3,-1.7,-1.4,-0.1,-0.4,7.1,-0.1,3.4,1.6,-35.9,2.9
COc1ccc(S(=O)(=O)N2CCC(N3CCCC3)CC2)cc1,-2.8,-0.5,0.8,0.2,-1.4,-2.1,0.0,-0.3,-0.9,4.3,2.1
Cc1ccc([C@H]2C[C@H](n3cc(-c4ccc(F)cc4)nn3)[C@@H](O)CN2C(=O)c2cccs2)cc1,-4.9,1.0,-1.3,-0.3,-1.0,-2.5,-0.2,-7.2,0.0,-3.9,-4.0
O=C(Oc1ccccc1C(=S)N1CCOCC1)c1ccc([N+](=O)[O-])cc1[N+](=O)[O-],4.0,-0.3,-0.1,0.1,-1.0,-2.4,0.4,5.6,2.2,-1.3,-3.6
Cc1ccc(CNC(=O)CCNC(=O)c2ccc([N+](=O)[O-])cc2)cc1,3.3,1.3,-0.8,1.9,-1.1,0.1,-0.4,-1.1,1.6,2.8,-0.1
COc1ccc(O)c(CN2CCCC(N3CCc4ccccc4C3)C2)c1 (stereo not given),2.2,-0.4,-0.4,-1.0,-0.9,-0.6,-0.4,0.9,0.3,0.2,-3.0
Cc1ccc(F)c(S(=O)(=O)NC(=O)C2(C)CCN2C(=O)Cc2cccc3ccccc23)c1 (stereo not given),-3.0,-0.9,0.7,/,-1.3,-3.6,0.3,4.6,-1.1,-4.0,0.7
Cc1ccc(-n2cc(-c3ccccc3)c3c(NN4CCOCC4)ncnc32)cc1,-4.9,2.1,-0.4,0.1,-1.3,-0.9,0.1,-8.9,1.2,15.1,-15.1
CCOCCCNc1nc2ccccc2[nH]1,-1.8,0.8,0.3,1.5,-0.6,2.2,0.0,-3.1,-0.5,2.8,-3.4

# (list continues)
SMILES,SMARCA2 activ,FXN GAA850 act,DAX1 inh-1,DAX1 inh-2,ssDAF-12 act,hgDAF12 agonist,KLK7 zymogen act,GC-B act,hcDAF-12 act,HGIII-sPLA2 inh,NPR1 activator
C[C@H](CO)N1C[C@H](C)[C@@H](CN(C)S(=O)(=O)c2ccc(F)cc2)Oc2c(NS(=O)(=O)c3ccccc3)cccc2C1=O,-3.4,-1.8,-0.4,1.4,-0.7,4.0,0.0,5.0,-1.0,0.9,-0.1
C=CCN=C1NC(c2cccc(C(F)(F)F)c2)C(C(=O)OC)=C(C)N1C (stereo not given),-3.8,/,-0.2,/,-1.0,1.4,-0.1,-13.0,-0.3,4.5,-10.1
CC(C)(C)c1ccc(OCCCC(=O)Nc2ccc(S(N)(=O)=O)cc2)cc1,-2.2,1.9,-0.6,-0.1,-0.7,1.6,-0.2,-3.8,0.0,-1.4,-0.2
O=C(COC(=O)c1cncc(Br)c1)NCc1ccc2c(c1)OCO2,4.5,-1.1,0.3,1.3,-1.5,-1.0,-0.2,0.3,-2.4,-2.1,2.7
O=C(Nc1cc(=O)[nH]c2ncnn12)c1ccccc1Cl,8.2*,0.9,0.8,-0.1,-1.2,3.5,-0.2,-2.2,0.5,3.3,0.8
COc1ccc(NC(=O)Cn2c3ccc(OC)cc3c3nc4n(c(=O)c32)CCS4)cc1,-1.0,-0.8,-0.8,1.2,-1.5,1.1,-0.9,1.2,-0.5,1.9,10.7
CCCCCCCNC(=O)C1(CC2CC(c3ccc(Cl)cc3)=NO2)CCN(C(=O)OC(C)(C)C)CC1 (stereo not given),-0.8,-0.8,-0.6,1.4,-0.5,0.9,0.4,-3.9,1.4,-7.2,0.4
Cc1ccc(CSc2ncnc3onc(C)c23)cc1,-2.3,0.1,-0.4,-0.8,-0.6,-1.8,-0.3,0.5,0.5,3.0,-1.4
O=C(NC(=S)NNC(=O)c1ccccc1[N+](=O)[O-])c1ccccc1,-1.6,-1.4,0.3,0.4,-1.1,4.0,-0.1,2.1,-0.4,3.5,-0.8
CCOc1cc(C2CC(=O)Nc3cc(C)c(C)cc32)ccc1O (stereo not given),0.3,1.1,-0.6,-2.2,-1.3,-2.2,-1.1,4.0,-1.9,-19.7,2.4
Cc1ccccc1NC(=O)c1cc(S(=O)(=O)N2CCCCC2)cs1,-2.9,0.4,-0.6,-0.1,-1.6,-3.8,0.1,6.8,-1.8,0.6,3.6

# Reformatted: entries from further up.
# Results follow in this order: SMARCA2 activ	FXN GAA850 act	DAX1 inh-1	DAX1 inh-2	ssDAF-12 act	hgDAF12 agonist	KLK7 zymogen act	GC-B act	hcDAF-12 act	HGIII-sPLA2 inh	NPR1 activator
- Cc1nnc(C)n1/N=C/c1cc(Br)ccc1O
 : 0.3	-0.5	0.1	1.0	-1.0	0.6	-0.6	2.5	0.6	3.9	-4.2
- CCn1c(SC)nc2c(c1=O)SC(C)C2 (stereo not given)
 : -1.1	4.4	-0.2	-0.1	-1.5	0.9	0.2	-1.1	-0.3	8.5	1.2
- CSc1ccc(C(O)c2ncc(-c3ccccc3Cl)[nH]2)cc1 (stereo not given)
 : -2.4	0.5	-0.6	/	-1.5	3.6	0.3	1.8	-0.3	-11.9	-2.7
- CC1=C(C(=O)N(C(C)C)C(C)C)CC(CC(=O)NCCc2ccccn2)C(=O)N1CCC1=CCCCC1 (stereo not given)
 : 3.0	/	0.2	/	-0.8	-0.5	0.3	0.0	-0.4	9.1	-0.3
- Cc1ccc(S(=O)(=O)N=Nc2c(O)[nH]c3ccccc23)cc1C
 : -3.3	2.1	0.4	-0.6	-0.1	0.4	-0.1	-2.6	0.7	3.7	1.5

# Ordered by length of the SMILES (falling): four of the compounds above
SMILES,SMARCA2 activ,FXN GAA850 act,DAX1 inh-1,DAX1 inh-2,ssDAF-12 act,hgDAF12 agonist,KLK7 zymogen act,GC-B act,hcDAF-12 act,HGIII-sPLA2 inh,NPR1 activator
Cc1ccc(CNC(=O)CCNC(=O)c2ccc([N+](=O)[O-])cc2)cc1,3.3,1.3,-0.8,1.9,-1.1,0.1,-0.4,-1.1,1.6,2.8,-0.1
O=C(NC(=S)NNC(=O)c1ccccc1[N+](=O)[O-])c1ccccc1,-1.6,-1.4,0.3,0.4,-1.1,4.0,-0.1,2.1,-0.4,3.5,-0.8
CSc1ccc(C(O)c2ncc(-c3ccccc3Cl)[nH]2)cc1 (stereo not given),-2.4,0.5,-0.6,/,-1.5,3.6,0.3,1.8,-0.3,-11.9,-2.7
Cc1ccc(CSc2ncnc3onc(C)c23)cc1,-2.3,0.1,-0.4,-0.8,-0.6,-1.8,-0.3,0.5,0.5,3.0,-1.4
